Assay outcomes from PubChem.
CASP6 VEID inh: human caspase-6 inhibitors, primary screen, biochemical, VEID-R110 fluorescence, single point, set 2; P55212; purified caspase-6, Z-VEID-R110 cleavage fluorescence; inhibition, % at 12.5 µM; 350,000 compounds, 0.53% hits;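 active = mean inhibition across replicates at least about 35%, with every replicate also reaching that limit, limit read from the data; inconclusive = only one of the two criteria met; inactive = neither criterion met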;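 also: 0% = median of neutral control wells and 100% = no fluorescence left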
Target sequence (P55212 24-179 limits assumed): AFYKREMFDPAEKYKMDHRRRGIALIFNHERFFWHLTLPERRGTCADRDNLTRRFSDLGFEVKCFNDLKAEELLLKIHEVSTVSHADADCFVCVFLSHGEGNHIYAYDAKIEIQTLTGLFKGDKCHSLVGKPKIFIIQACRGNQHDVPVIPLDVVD
Target sequence (P55212 194-293 limits assumed): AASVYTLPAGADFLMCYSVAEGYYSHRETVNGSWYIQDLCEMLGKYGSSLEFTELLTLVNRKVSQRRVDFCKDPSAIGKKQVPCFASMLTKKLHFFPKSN
E-selectin induc: E-selectin induction in HUVECs, primary screen, imaging, HUVEC, immunofluorescence imaging, single point | P16581 | normalized: neutral wells 0, TNF-alpha wells 100 | activation, % at 7.58 µM | 260,000 compounds, 0.37% hits;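 active = mean E-selectin-positive cell signal at least 10% of the positive control, reached in at least 60% of replicates, without over 20% cell loss; inconclusive = no rule given, readout overlaps actives, possibly toxicity-flagged; inactive = the rest, including those meeting only one limit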;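 also: in these data hits start at about 27%; measured in HUVEC primary endothelial cells; signal is the percent of cells scored E-selectin positive by PE staining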
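Assay system: HUVEC primary endothelial cells. Input: 3,000 HUVEC seeded per well. Doses: one compound dose added by pin transfer. Read-out basis: % PE-positive cells. Benchmarks: TNF-alpha high, DMSO low. Detection: immunofluorescence imaging. Buffer or medium: EGM-2, gelatin.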
INS-1E GSIS act: GLuc luminescence reporter in INS-1E cells, primary screen for activators of glucose-dependent secretion of insulin; INS-1E GLuc reporter insulin secretion, 2-3 h; activation, % at 16.6 µM; 370,000 compounds, 0.61% hits;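 active = lowest replicate activation of at least 40%, so every replicate reaches that level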;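 also: 0% = median of neutral control wells and 100% = median of IBMX positive control wells; some compounds called inactive have numbers as strong as hits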
F508del corr: F508del CFTR correction, initial screen, CFBE line, single point. CFBE cells, YFP halide quenching; stimulated with forskolin plus potentiator P3; % fluorescence drop versus neutral controls. activity (quench increase), % at 7.58 µM. 350,000 compounds, 0.36% hits;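 active = mean added fluorescence quench of at least 8% versus neutral control, with both replicates also reaching 8%; inconclusive = only one of the mean or replicate conditions met; inactive = mean below 8% and not both replicates reaching 8%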;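 also: cells transiently co-express mutant CFTR-F508del with the halide-sensitive YFP; corrector assay measuring rescue of mutant channel to the surface after 24 h compound exposure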
RAD54 inh: inhibitors of human RAD54 branch migration, primary screen, biochemical, fluorescence, single point; DNA repair and recombination protein RAD54-like (Homo sapiens), Q92698; RAD54 Holliday junction branch migration, FAM/BHQ fluorescence; inhibition, % at 10.4 µM; 360,000 compounds, 0.14% hits;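 active = mean normalized replicate activity at least 40 and at least half of replicates scoring 40 or more; inconclusive = only one of the two criteria met; inactive = mean below 40 and under half of replicates reaching 40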;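 also: 0% = median of neutral control wells and 100% = median of positive control wells; inhibitors cause a drop in the FAM fluorescence signal; in these data hits start at about 50%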
Target sequence (Q92698 whole entry, looked up): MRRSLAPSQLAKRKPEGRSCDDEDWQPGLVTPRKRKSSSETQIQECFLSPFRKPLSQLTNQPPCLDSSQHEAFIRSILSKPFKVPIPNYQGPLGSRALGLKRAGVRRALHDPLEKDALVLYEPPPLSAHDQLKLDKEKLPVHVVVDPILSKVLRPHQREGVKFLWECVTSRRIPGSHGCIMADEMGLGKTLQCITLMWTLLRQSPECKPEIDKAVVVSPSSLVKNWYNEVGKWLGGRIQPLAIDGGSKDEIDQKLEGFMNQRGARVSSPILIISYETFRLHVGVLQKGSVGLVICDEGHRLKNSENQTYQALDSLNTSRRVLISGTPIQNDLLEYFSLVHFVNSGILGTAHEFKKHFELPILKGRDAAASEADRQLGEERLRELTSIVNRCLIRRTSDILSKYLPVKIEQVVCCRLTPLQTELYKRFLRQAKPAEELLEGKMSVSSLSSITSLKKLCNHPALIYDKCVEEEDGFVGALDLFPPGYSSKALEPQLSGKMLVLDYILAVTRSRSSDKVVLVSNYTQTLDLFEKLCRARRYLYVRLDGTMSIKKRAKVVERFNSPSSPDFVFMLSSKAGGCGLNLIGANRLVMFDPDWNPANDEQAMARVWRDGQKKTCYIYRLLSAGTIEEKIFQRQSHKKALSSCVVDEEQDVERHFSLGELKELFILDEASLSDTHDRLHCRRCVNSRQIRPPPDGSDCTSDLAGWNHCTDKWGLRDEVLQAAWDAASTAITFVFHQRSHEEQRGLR
DENV2 CPE: inhibitors of DENV2 cytopathic effect, primary screen, cell-based, plate reader, single concentration. AID 651640, 2012. 350,000 compounds, 1.7% hits. DENV2-infected cells, cytopathic effect rescue. CPE inhibition, % at 9.99 µM; in the data active = CPE inhibition above about 20%, passing the limit was not always enough; inconclusive = no clear call, values can overlap the other calls; tested in BHK-21 cells;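 also: 0% = median of neutral control wells and 100% = median of positive control wells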
RAD52 anneal inh: RAD52 DNA annealing inhibitors, primary screen, biochemical, FRET, single point, set 2 | DNA repair protein RAD52 homolog (Homo sapiens), P43351 | recombinant RAD52 DNA annealing, FRET fluorescence | inhibition, % at 18.7 µM | 360,000 compounds, 0.46% hits | AID 651710, 2012;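 active = every replicate showing at least 50% inhibition; inconclusive = mean inhibition at least 50% but not in every replicate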
XiGFP reactiv: activators of inactive X chromosome reactivation, primary screen, imaging, XiGFP fibroblasts, GFP high-content imaging, set 2. AID 743238, 2013. XiGFP mouse fibroblasts, % GFP-positive cells imaging, 3 d; cells co-treated with 5-aza-dC sensitizer; scaled so ellipticine positive control = 100%. activation, % at 7.58 µM. 360,000 compounds, 0.055% hits;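 active = mean normalized replicate activation at least 10% and every replicate at or above 10%; inconclusive = only one of the two criteria met; inactive = mean below 10% and not all replicates reach 10%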;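 also: 0% = median of on-plate neutral control wells and 100% = ellipticine 6 µM median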
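System: SV40-immortalized XiGFP fibroblast cells, line 68-5-11 / Incubation: 3-day compound exposure, then 15 min fixation at room temperature / Compound: single concentration per compound, delivered by pin transfer / Buffer or medium: DMEM plus 5-aza-dC sensitizer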
The depositor's hits bear a star; ? = inconclusive; / = no result given.

SMILES	CASP6 VEID inh	E-selectin induc	INS-1E GSIS act	F508del corr	RAD54 inh	DENV2 CPE	RAD52 anneal inh	XiGFP reactiv
O=C(Cc1cccs1)NCCCc1ccccc1	4	-1.8	-4	-2.5	9	4	2	0.3
CCOC(=O)c1ccc(N2C(=O)CC(N3CCC(C(N)=O)(N4CCCCC4)CC3)C2=O)cc1 (centres undefined)	-2	/	-1	1.1	4	1	-5	/
COc1ccc(C)cc1NC(=O)C(Sc1nnc(-c2ccncc2)n1-c1ccc(Cl)cc1)c1ccccc1 (centres undefined)	-2	/	18	/	/	-3	-12	-0.1
O=C(Nc1ccc2c(c1)[C@H]1C[C@@H](CC(=O)N3CCOCC3)O[C@@H](CO)[C@H]1O2)Nc1ccccc1F	-1	0.0	16	-0.7	7	3	-3	0.0
COc1cccc(-c2ccc([C@H]3[C@@H](CO)N4C(=O)CN(C(=O)c5cccnc5)C[C@H]34)cc2)c1	4	-0.1	-8	-3.5	/	-2	-45	0.1
COc1cccc(CC2(CO)CCCN(CC3=Cc4cc(OC)ccc4OC3)C2)c1 (centres undefined)	0	7.2	0	0.8	/	?	-224	0.3
Cc1ccc(S(=O)(=O)N(C)C[C@@H]2Oc3ccc(NC(=O)c4ccncc4)cc3C(=O)N([C@@H](C)CO)C[C@H]2C)cc1	0	-0.5	4	0.1	-2	?	-5	-0.2
Cc1cc[n+](CC(=O)Nc2cccc(C)c2)cc1	-14	0.0	16	-2.8	-4	-4	-3	0.0
CC(=O)NCC(=O)NC1CC(C)(C)Cc2c1cnn2-c1ccccc1 (centres undefined)	0	0.0	1	-0.7	4	-6	-5	0.4
C[C@H](CO)N1C[C@H](C)[C@H](CN(C)CC2CC2)Oc2ccc(NS(=O)(=O)c3cn(C)cn3)cc2CC1=O	6	-0.1	9	1.3	-2	-6	4	-1.3
O=C(c1cnccn1)N1CC(=O)N2[C@@H](CO)[C@@H](c3ccc(-c4ccc(F)cc4)cc3)[C@@H]2C1	1	0.6	-3	-1.5	/	-5	3	0.0
COc1ccc(-c2cc(=O)oc3cc(OCC(=O)NCCCn4ccnc4)ccc23)cc1	4	/	/	3.6	5	3	-14	/
C=CCn1c(=O)[nH]c2cc(C(=O)N3CC=C(c4ccccc4)CC3)ccc2c1=O	4	/	-8	0.2	/	-7	-17	-0.3
Cc1ccc(C2(CCNC(C)c3cccs3)CCOC(C(C)C)C2)cc1 (centres undefined)	-1	-3.4	-20	0.5	5	/	-9	0.0
Cc1cccc(NC(=O)CCN2CCCC(C)C2)c1 (centres undefined)	-2	/	7	-0.4	0	5	-18	0.0
COc1ccc(Cl)cc1NS(=O)(=O)c1cccc2cccnc12	0	/	10	-0.5	-3	2	-12	0.3
CN(C)CCOc1cccc(Br)c1	1	/	5	0.9	/	3	-8	0.0
C[C@@H]1CN([C@H](C)CO)C(=O)c2cc(-c3ccncc3)cnc2O[C@H]1CN(C)C(=O)Nc1ccc2c(c1)OCO2	1	-0.2	-7	2.5	0	-6	-7	-0.7
CCC(=O)N(C)C[C@H]1Oc2cc(C#CC(C)C)ccc2S(=O)(=O)N([C@@H](C)CO)C[C@H]1C	-1	-0.1	-7	-1.0	2	-6	5	0.4
COc1cc(C(O)P(=O)(OCC(C)C)c2ccc(N(C)C)cc2)cc(OC)c1OC (centres undefined)	0	4.5	/	-1.9	/	2	-14	-0.1
CC(C)COc1ccc(C(=O)N/C(=C/c2cccc([N+](=O)[O-])c2)C(=O)O)cc1	14	-0.1	1	1.5	0	-3	-12	-0.1
CC(C)C[C@@H]1Cc2[nH][nH]c(=O)c2[C@H](CCc2ccccc2)O1	-1	0.1	-12	-2.0	/	8	-5	0.0
O=C(CNC(=O)c1ccccc1)OC1CCCCC1	-1	/	-1	-0.5	/	10	-5	0.1
CC(=O)c1sc(NC(=O)CCS(=O)(=O)c2ccc(C)cc2)nc1C	-8	0.0	4	-1.0	-11	-5	-1	0.0
CCCN(C(=O)Cn1ncc2c([nH]c3ccccc32)c1=O)c1ccccc1C	-3	/	22	-2.4	-12	?	1	0.0
Cc1nc(NC(=O)CCl)sc1C(=O)N(C)C	0	-0.9	-6	-0.6	/	17	1	-0.1
C[C@@H]1CCCCO[C@H](CN(C)C(=O)c2ccncc2)[C@H](C)CN([C@H](C)CO)C(=O)c2cc(NC(=O)c3ccncc3)ccc2O1	1	1.9	9	3.6	0	-1	-6	-0.1
NC1=NN(c2cccc(C(=O)O)c2)C(=O)C1	/	-1.7	-7	/	2	/	/	-0.1
O=C(Nc1cc(F)ccc1F)N1CC(=O)N2[C@H](C1)[C@@H](c1ccc(-c3cccnc3)cc1)[C@@H]2CO	2	-0.1	3	-1.4	/	-4	-7	0.2
Cc1ccc(S(=O)(=O)SCCCSS(=O)(=O)c2ccc(C)cc2)cc1	-3	-0.1	189*	-0.5	-5	10	-21	0.2
O=C(CS(=O)c1ccc(F)cc1)Nc1ccccc1Cl (centres undefined)	-4	/	-13	-2.7	/	3	-12	0.0
Cc1ccc2nc(-c3cccc(Br)c3)c(Cc3ccccc3)n2c1	2	2.5	-7	0.8	2	-5	-85	/
COc1ccc(C)cc1N(CC(=O)NCCSCc1cccc(Cl)c1)S(C)(=O)=O	-1	0.2	-8	-2.2	-5	-2	-5	0.3
O=C(Nc1ccc2c(c1)CCC2)C1CCCO1 (centres undefined)	0	/	15	0.1	15	4	-3	/
COc1ccc(/C(C)=N/Nc2nc3ccccc3nc2C)cc1OC	-3	-0.2	/	-3.4	/	-5	-7	0.0
CC1CCN(CC(O)COC2CC(C)CCC2C(C)C)CC1 (centres undefined)	-4	/	-2	-1.2	/	-7	-5	0.0
O=C1OC(/C(=C\NCc2ccccc2)[N+](=O)[O-])c2ccccc21 (centres undefined)	6	1.9	28	-3.1	/	7	-18	0.0
Cc1onc(-c2c(Cl)cccc2Cl)c1NC(=O)N1CCSCC1	3	/	-12	-0.2	-5	-6	-6	0.0
C=CCn1c(O)c(N=Nc2ccccc2O)c2ccccc21	5	0.1	/	1.7	-10	-1	-48	1.6
Cc1cc(C(F)(F)F)n(-c2ccc(N)cc2)n1	8	0.8	-15	-2.4	/	/	-8	0.3
CC(=O)N1CCC(N(CCN2CCOCC2)C(=S)Nc2c(C)cccc2C)CC1	-2	-1.7	8	/	/	-6	-2	-0.1
O=C(NNC(=O)c1cc2ccccc2o1)c1ccc(F)cc1	1	-0.1	9	3.1	4	1	0	-0.1
Cc1cc(C)nc(N/N=C/c2c[nH]c3ccccc23)n1	2	/	2	-0.9	/	3	-23	0.0
COc1ccccc1N(CC(=O)Nc1ccc(C)cc1Cl)S(=O)(=O)c1cccs1	0	/	3	2.2	/	-3	-11	0.0
COC(=O)CS(=O)(=O)c1ccc(C)cc1	1	/	/	-0.2	/	2	-5	0.0

Two entries picked at random from the list so far:
SMILES	CASP6 VEID inh	E-selectin induc	INS-1E GSIS act	F508del corr	RAD54 inh	DENV2 CPE	RAD52 anneal inh	XiGFP reactiv
O=C1OC(/C(=C\NCc2ccccc2)[N+](=O)[O-])c2ccccc21 (centres undefined)	6	1.9	28	-3.1	/	7	-18	0.0
COc1ccc(C)cc1N(CC(=O)NCCSCc1cccc(Cl)c1)S(C)(=O)=O	-1	0.2	-8	-2.2	-5	-2	-5	0.3

Continued.
SMILES	CASP6 VEID inh	E-selectin induc	INS-1E GSIS act	F508del corr	RAD54 inh	DENV2 CPE	RAD52 anneal inh	XiGFP reactiv
O=C(COc1cccc2c1CCN(Cc1ccccc1F)C2=O)N1CCCCC1	4	0.1	1	0.2	/	/	-7	0.0
O=[N+]([O-])c1ccccc1S(=O)(=O)NC1CCCCCCC1	1	/	-11	-1.3	-4	5	-17	0.0
COC(=O)C1=CN(c2ccc(F)cc2)C(N)=C(C#N)C1c1cccc(OC)c1OC (centres undefined)	1	4.9	1	3.7	/	?	-24	0.0
CN(Cc1ccccc1)C(=O)COC(=O)CNS(=O)(=O)c1ccc2ccccc2c1	-2	2.5	-31	0.9	-6	3	-6	0.2
CCCc1c(C(=O)N/N=C(\C)c2ccc3c(c2)OCO3)nnn1-c1nonc1N	-1	/	18	1.8	5	1	-7	0.1
COc1ccc(-c2cc3c(=O)n(CC(=O)NCCCN4CCC(N5CCCCC5)CC4)ncn3n2)cc1	-53	/	1	2.9	6	-5	20	0.1
CCCNC(=O)C1(CC2CC(c3ccccc3)=NO2)CCN(C(=O)c2cc(OCC)c(OCC)c(OCC)c2)CC1 (centres undefined)	-6	-0.2	/	0.1	-9	-2	-1	0.4
Oc1ccc2c(ccc3[nH]cnc32)c1	-2	1.3	4	0.6	/	-4	-4	0.1
CN(C)c1ncccc1-c1nc2ccccc2s1	0	/	11	0.8	/	0	-9	0.0
CO[C@H](CN(C)Cc1cc(F)ccc1F)[C@@H](C)CN(C(=O)Nc1ccc(F)cc1)[C@@H](C)CO	0	0.0	-13	2.8	-4	2	2	0.0
Cc1c(OC(C)C(=O)NCCCN2CCOCC2)ccc2c3c(c(=O)oc12)CCC3 (centres undefined)	0	-1.5	-6	-3.0	8	-1	-9	-0.1
Cc1cccc(N2CCN(S(=O)(=O)c3ccc(Cl)nc3)CC2C)c1 (centres undefined)	2	-0.6	/	-4.3	/	-7	-7	0.1
C[C@@H](NC(=O)C[C@@H]1CC[C@@H]2[C@H](COC[C@@H](O)CN2C(=O)Nc2ccccc2)O1)c1ccccc1	1	0.0	-10	1.0	-6	2	8	0.1
O=C(NCC(O)c1ccc([N+](=O)[O-])cc1)C1CCCCC1 (centres undefined)	0	/	-6	-0.8	/	2	-10	0.0
Cc1ccccc1CSc1nnc([C@@H]2CCCN2)o1	0	1.7	-7	-0.9	/	0	-14	0.2
CCNC(=O)N(C)c1c(CC)nc2ccc(C(=O)N3CCN(C(=O)c4ccco4)CC3)cn12	-2	-0.1	-1	-1.5	5	-7	0	0.2
C[C@@H]1CN([C@H](C)CO)C(=O)c2cc(NC(=O)C3CC3)ccc2O[C@H]1CN(C)S(C)(=O)=O	-1	0.4	25	-1.4	2	-2	4	0.2
CN(C)C(=O)C[C@H]1CC[C@@H]2[C@H](COc3ccc(NC(=O)c4cnccn4)cc3C(=O)N2C)O1	1	0.0	2	-0.9	6	-6	-7	0.2
Nc1cccc2c1C(=O)N(c1ccccc1)C2=O	0	/	8	-0.6	-14	-3	-22	0.0
CCOc1ccc(N(CC(=O)Nc2ccc(OC)cc2)S(=O)(=O)c2c(C)[nH]c(=O)[nH]c2=O)cc1	3	1.3	-2	2.6	/	-3	-21	-0.1
Cc1nonc1NC(=O)CSc1nc(C23CC4CC(CC(C4)C2)C3)nc2ccccc12	1	1.0	-10	3.4	11	3	-16	-0.1
Nc1nnc(SCC(=O)Nc2cc(S(=O)(=O)N3CCOCC3)ccc2N2CCCC2)s1	1	2.7	-3	-4.4	2	-4	-34	0.0
